UTI89 phage lysis: inhibition of K1F phage lysis, E. coli UTI89, bacterial capsule biogenesis inhibitors, alamar blue (AID 488966); hit rate 0.02% among 340,000; inhibition, % at 100 µM, or IC50 in µM where a hit was titrated; E. coli UTI89 K1F phage lysis, alamar blue, 2 h; higher % means a stronger effect;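 active = phage lysis inhibition, versus mean bacterial control, above a set limit; inconclusive = no clear call, values can overlap the other calls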;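 note: capsule biogenesis inhibitors block K1F phage lysis so surviving cells raise fluorescence; higher fluorescence means more inhibition of phage lysis; actives were called in the ten point dose series up to 300 µM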
SV40 large T antigen: SV40 large T antigen inhibitors, biochemical (AID 1903). one-dose inhibition, % at 20 µM; IC50 in µM for titrated hits. hit rate 0.39% among 310,000. SV40 large T antigen ATPase/helicase inhibition assay; higher % means a stronger effect; in the data active = a potency from the dose series; inconclusive = inhibition mostly from about 32% at the one dose, without a potency; inactive = the rest, 99 in 100 with inhibition below about 32%; note: strong numbers were not always called active
MgcRacGAP inhibition: MgcRacGAP GTPase-activating activity inhibitors, confirmation, biochemical, ADP Hunter fluorescence | MgcRacGAP-stimulated Rac1 GTP hydrolysis, ADP Hunter fluorescence; higher % means a stronger effect; GST-tagged Rac1 F28L mutant substrate | inhibition, % at 30 µM; hits with a dose series show IC50 in µM | hit rate 0.6% among 340,000 | AID 624330;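 active = first-screen hits whose inhibition reached a set limit at any dose in the follow-up dose series; inconclusive = inhibition above the set first-screen limit but never retested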;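 note: fluorescence reports GDP produced by GAP-driven GTP hydrolysis; strong numbers were not always called active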
NTR1 agonist: agonists of NTR1, primary screen, imaging, U2OS cells, beta-arrestin-GFP, high content (AID 493036); hit rate 0.17% among 330,000; activation, % at 20 µM; NTR1-U2OS beta-arrestin-GFP spot imaging, agonist mode; P30989;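 active = activation at or above 40% of the spot to cytoplasm intensity ratio, with at least 20 cells analyzed; inconclusive = wells under 20 cells, flagged as cytotoxic or low count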;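 note: 0% = DMSO without peptide and 100% = 100 nM NTR1 peptide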
Target sequence (P30989 whole entry, looked up): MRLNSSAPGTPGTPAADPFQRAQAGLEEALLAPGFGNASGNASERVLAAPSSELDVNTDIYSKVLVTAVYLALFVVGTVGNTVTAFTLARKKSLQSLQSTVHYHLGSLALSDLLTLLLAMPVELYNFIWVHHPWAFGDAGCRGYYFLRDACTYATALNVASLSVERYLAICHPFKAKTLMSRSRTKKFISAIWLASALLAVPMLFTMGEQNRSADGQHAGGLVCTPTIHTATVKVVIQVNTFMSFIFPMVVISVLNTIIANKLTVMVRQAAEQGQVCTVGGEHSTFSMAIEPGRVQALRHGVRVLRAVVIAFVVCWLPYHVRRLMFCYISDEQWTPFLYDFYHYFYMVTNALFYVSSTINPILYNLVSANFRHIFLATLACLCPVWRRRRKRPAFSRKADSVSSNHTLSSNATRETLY
NS5 inhibitors: flavivirus cap methylation enzyme inhibition – biochemical, confirmation dose response, primary screen (AID 588689). Dengue-2 NS5 methyltransferase capping enzyme assay, biochemical; higher % means a stronger effect. inhibition, % at 25 µM, or IC50 in µM where a hit was titrated. hit rate 0.3% among 340,000; in the data active = a potency from the dose series; inconclusive = inhibition above about 29% without an active follow-up result
Salmonella PhoP GFP: PhoP-dependent GFP reporter repression – Salmonella Typhimurium, primary screen (AID 1863); S. Typhimurium PhoP-regulated promoter GFP reporter, 4 h; higher % means a stronger effect; one-dose inhibition, % at 50 µM; IC50 in µM for titrated hits; hit rate 0.16% among 300,000;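 active = inhibition over 29.93%, a cutoff 3 SD above the screen mean, later confirmed by dose response; inconclusive = inhibition over 29.93% but no dose response follow-up; inactive = inhibition at most 29.93% or unconfirmed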;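 note: 0% = low Mg2+ inducing control and 100% = high Mg2+ repressing control; strong numbers were not always called active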
RSV antiviral HEp-2: inhibition of RSV-induced cytopathic effect – HEp-2 cells, primary 10 µM value included (AID 2391) | HEp-2 cells, RSV-induced CPE inhibition; higher % means a stronger effect | CPE inhibition, % at 10 µM, or IC50 in µM where a hit was titrated | hit rate 0.13% among 310,000; in the data active = a potency from the dose series; inconclusive = CPE inhibition mostly from about 23% at the one dose, without a potency; inactive = the rest, 99 in 100 with CPE inhibition below about 21%; note: strong numbers were not always called active
West Nile virus CPE: inhibition of WNV-induced cytopathic effect – cell-based, CPE readout (AID 1621) | hit rate 0.02% among 290,000 | West Nile virus-infected cells, CPE inhibition; higher % means a stronger effect | one-dose CPE inhibition, % at 10 µM; IC50 in µM for titrated hits; in the data active = a potency from the dose series; inconclusive = CPE inhibition mostly from about 3.7% at the one dose, without a potency; inactive = the rest, 99 in 100 with CPE inhibition below about 2.2%; note: strong numbers were not always called active
T cell modulator: T cell immune modulators affecting CD8 T cell-vesicle binding; hit rate 0.068% among 330,000; AID 2052; calls only at 7 µM; 2C CD8+ T cell-vesicle binding, flow cytometry; stronger effect = lower value;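 active = response, share of CD8 T cells binding vesicles, and their 90th percentile fluorescence all below set limits, cut at about 80% in these data, passing the limit was not always enough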
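Material: 2C TCR transgenic mouse naive CD8+ T cells, MACS-purified. Also added: QL9-charged Drosophila Ld/ICAM-1/B7-1 vesicles. Timing: binding 1.5 h at 37 °C. Measured by: high-throughput flow cytometry with anti-B7-1 and anti-CD8 staining. Read-out: percent CD8+ FL2 mean versus row control. Controls: Unloaded micro-vesicles (low), QL9 vesicles with 0.7% DMSO (high).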
T cell modulator vesicle-bound %: further read-out of T cell modulator, marked with its call; double positive events, %; measured here: CD8+ vesicle-bound cell fraction;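 binding gate set so that unloaded-vesicle control wells show 10% double positive cells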
NTR1 agonist cell count 20 µM: second read-out of NTR1 agonist, no call of its own (marks repeat the call); cell count; measured here: cell count, cytotoxicity flag
Starred values were filed as active, the others as inactive; i = inactive; ? = inconclusive; · = not tested or not shown; [ ] = another dose, or the depositor's remark.

SMILES	UTI89 phage lysis	SV40 large T antigen	MgcRacGAP inhibition	NTR1 agonist	NTR1 agonist cell count 20 µM	NS5 inhibitors	Salmonella PhoP GFP	RSV antiviral HEp-2	West Nile virus CPE	T cell modulator	T cell modulator vesicle-bound %
COc1ccc(C(=O)COC(=O)/C=C/c2ccccc2[N+](=O)[O-])cc1	2.0%	·	-11%	-0.5	53	8%	·	·	·	i	34
COc1ccc(CNc2nc3ccccc3n2C)c(OC)c1	0.5%	·	8%	0.8	43	0%	·	19%	-0.6%	i	48
CS(=O)(=O)Nc1ccc(C(=O)NCc2ccccn2)cc1	8.7%	6%	-1%	1.9	50	-6%	0%	0.7%	0.9%	i	14
O=C(N/N=C/c1ccc(N2CCOCC2)cc1)c1ccccc1OCCOc1ccccc1	·	4%	·	14	101	·	4%	18%	0.7%	i	54
O=C(CCn1ccc([N+](=O)[O-])n1)NC1CCCCCC1	0.1%	14%	12%	0.2	38	-1%	-7%	3.2%	-0.3%	i	9
CCCSc1nnc(CSc2nc3nc(C)cc(C)n3n2)o1	1.6%	7%	3%	0.1	54	-3%	4%	3.0%	-0.5%	i	45
COCCOC(=O)C1=C(C)NC(=O)NC1c1cccs1 (centres undefined)	-0.2%	0%	-2%	0.0	46	20%	-1%	1.8%	2.0%	i	31
CCn1c(SCC(=O)NC2CCCC2)nnc1-c1ccco1	0.6%	-3%	0%	0.5	47	-5%	4%	2.1%	-0.1%	i	21
Cc1ccc2nc(NC(=O)CN3C(=O)C4CC=CCC4C3=O)sc2c1 (centres undefined)	0.8%	1%	2%	-0.8	64	-2%	5%	1.0%	-0.2%	i	10
Fc1cccc(-n2c(-c3cccs3)nc3nc4ccccc4nc32)c1	·	-2%	·	0.5	55	·	-5%	-3.9%	-0.1%	i	23
O=C(Nc1cccc(S(=O)(=O)N2CCCCC2)c1)c1ccc2ccccc2n1	1.9%	26%	2%	2.5	61	2%	3%	?	-1.7%	i	12
CCOc1ccc(N(CC(=O)Nc2ccccc2F)S(=O)(=O)c2c(C)[nH]c(=O)[nH]c2=O)cc1	1.2%	7%	6%	-0.8	61	13%	-4%	2.9%	1.3%	i	39
CS(=O)(=O)c1ccc2nc(NC(NC(=O)c3ccco3)(C(F)(F)F)C(F)(F)F)sc2c1	3.9%	-1%	3%	1.6	64	-28%	-11%	2.0%	·	·	·
COc1ccc(S(=O)(=O)Nc2c(C)n(C)n(-c3ccccc3)c2=O)cc1Br	-0.3%	9%	9%	-1.0	61	-2%	-1%	0.5%	-0.1%	i	45
CCOc1ccc(NC(=O)N(CCN(C)C)C(C)c2ccncc2)cc1 (centres undefined)	0.2%	-2%	7%	-1.4	99	1%	3%	1.9%	-0.2%	i	36
COCCC(=O)N1CCC(Oc2ccc(C(=O)NC3CCCCC3)cc2)CC1	-0.5%	8%	6%	2.0	61	-3%	-6%	0.5%	-0.7%	i	63
CCN(CC)CCCNC(=O)c1cc2c(-c3cccc(OC)c3)nn(C)c2s1	-0.3%	4%	15%	0.4	85	-4%	·	-1.7%	20µM*	i	35
COc1ccc(-c2nnnn2C)cc1S(=O)(=O)NCCc1ccccc1	0.9%	17%	5%	-0.4	60	-1%	-1%	3.8%	-0.4%	i	42
CCCCn1c(N)c(N(CC(C)C)C(=O)CC2OC(=O)c3ccccc32)c(=O)[nH]c1=O (centres undefined)	1.1%[50 µM]	9%	9%	0.2	48	-10%	-5%	-2.2%	·	i	46
CCCOc1nc(N)c(C#N)c(-c2ccccc2F)c1C#N	-1.7%	9%	4%	·	·	-3%	0%	·	0.6%	·	·
Cc1[nH]c2ccccc2c1CCO	-0.5%	19%	0%	-0.3	41	-3%	-3%	0.3%	1.4%	i	58
Cc1ccccc1S(=O)(=O)Nc1ncnc2ccccc12	0.1%	7%	7%	-0.1	47	-3%	1%	1.1%	-0.3%	i	29
ClCc1ncc(-c2ccc(Cl)cc2)o1	-1.2%	3%	9%	1.4	41	-4%	9%	2.6%	-0.1%	i	58
CC(=O)c1sc(NC(=O)CCS(=O)(=O)c2ccc(Cl)cc2)nc1C	0.8%[50 µM]	4%	2%	-1.9	56	-5%	-3%	-0.4%	·	i	20
COc1cccc(CNC(=O)CN2c3cccc4cccc(c34)S2(=O)=O)c1	1.4%[50 µM]	-5%	6%	-1.0	45	3%	0%	0.6%	·	i	47
Cc1ccc(NC(=O)CNCc2cccs2)cc1Br	0.2%	2%	30%	-1.3	44	-6%	10%	13%	-0.6%	i	21
CC(=O)Nc1ccc(NC(=O)CCOc2cc(C)ccc2C)cc1	-1.0%	1%	6%	0.9	40	1%	6%	0.9%	-0.4%	i	13
COc1ccc(-c2csc(NCc3ccco3)n2)cc1	0.3%	-3%	12%	1.9	42	-10%	43%	3.4%	-0.4%	i	13
CCN(CC)CCNC(=O)C1CCN(S(=O)(=O)N2CCCCC2)CC1	-0.2%	4%	0%	-0.8	53	-1%	-5%	-1.7%	-0.5%	i	11
CCCCC(=O)N(CCOC)c1nnc(-c2ccc(OC)cc2)s1	1.5%	-13%	1%	2.2	50	-2%	-8%	-0.3%	-0.7%	i	0
CCCC(C)C(=O)Nc1nnc(C)s1 (centres undefined)	0.1%	-1%	3%	2.0	77	-3%	3%	-0.4%	-0.6%	i	14
C=CCNC(=O)N1CCC(n2nccc2NC(=O)CCc2ccccc2)CC1	0.5%	8%	6%	0.2	50	-6%	4%	0.8%	-0.1%	i	41
COc1ccc(CNCc2ccc(C(F)(F)F)cc2)cc1OC	0.0%	7%	3%	0.9	77	-1%	11%	-0.5%	-0.7%	i	2
N#CCc1c(C#N)c(N)nc(N2CCN(Cc3ccc4c(c3)OCO4)CC2)c1C#N	0.3%	13%	5%	2.0	81	-10%	2%	-0.9%	·	i	42
COC(=O)/C(=N\Nc1ccccc1)Sc1nnc(-c2ccc(OC)cc2)n1C	1.8%[50 µM]	8%	5%	-1.4	74	-3%	-12%	2.0%	-0.1%	i	40
COc1cccc(NC(=O)CCC2CCN(C(=O)c3scnc3C)CC2)c1	1.0%[50 µM]	9%	4%	-0.3	46	7%	-3%	2.1%	-0.2%	i	50
O=C(NCc1cccnc1)C1CC(=O)N(CCc2ccccc2)C1 (centres undefined)	-1.8%	0%	3%	2.6	44	-2%	4%	1.9%	-0.2%	i	25
CC(Oc1ccccc1)C(=O)NC1CCCCCCC1 (centres undefined)	2.4%[50 µM]	27%	8%	1.4	69	-3%	-4%	1.1%	-0.7%	i	19
Cc1nnc(NC(=O)CSc2ccc(-c3cccnc3)nn2)s1	0.1%	2%	12%	-0.4	58	4%	6%	2.7%	-0.5%	i	59
Cc1ccc(NC(=O)CCN2CCN(C)CC2)cc1	i	11%	1%	-0.4	62	-3%	-5%	0.0%	0.4%	i	64
CS(=O)(=O)Nc1ccc(-c2nnc3n2CCCCC3)cc1	0.3%	10%	·	-0.6	87	1%	3%	1.6%	-0.1%	i	16
CCN(CC)S(=O)(=O)c1ccc(OCC(=O)NC2CCS(=O)(=O)C2)c([N+](=O)[O-])c1 (centres undefined)	-0.3%	8%	7%	0.6	47	-9%	-9%	-0.4%	0.2%	i	18
O=C1CCC(C(=O)OCc2nnc(-c3ccccc3)o2)=NN1	0.9%[50 µM]	16%	1%	0.1	53	-2%	-8%	-2.2%	·	i	37
Oc1ccc(Br)cc1CN1CCCCCCC1	1.7%	6%	9%	-1.3	80	-5%	15%	-0.9%	-0.4%	i	11
Cc1ccccc1-c1nc(CS(=O)CC(=O)NC2CCCC2)c(C)o1 (centres undefined)	-0.3%	12%	9%	0.6	51	-3%	-12%	3.9%	-0.5%	i	10
Cc1cccc(C(=O)NNC(=O)C2CCN(C(=O)OC(C)(C)C)CC2)c1	1.1%	10%	1%	-1.1	70	-14%	4%	1.4%	1.1%	i	34
COc1ccc(C(NC(C)=O)c2cc(Cl)c3cccnc3c2O)cc1OC (centres undefined)	-0.9%	3%	5%	-1.4	57	7%	3%	-4.8%	?	i	44
O=C(COc1ccc(Cl)cc1Cl)NNC(=S)Nc1ccc(F)cc1	-4.0%	7%	8%	0.7	66	1%	-3%	5.9%	0.4%	i	34
CCN1CCN(c2ccc(NC(=O)c3ccc(OC)c(S(=O)(=O)N4CCCC4)c3)cc2)CC1	0.8%[50 µM]	·	4%	-2.4	52	3%	·	-0.2%	·	i	22
O=C1OCC(c2ccc(Cl)s2)=C1c1ccccc1[N+](=O)[O-]	0.0%	-2%	·	-0.2	106	-9%	7%	1.3%	-1.4%	i	45
COc1cc(NC(=O)C2CCCN(S(=O)(=O)c3cccc4nsnc34)C2)cc(OC)c1 (centres undefined)	5.9%	6%	7%	0.9	52	-10%	-8%	-1.2%	·	i	7
CCOC(=O)C1(Cc2cccc(OC)c2)CCN(Cc2cccc(OCC)c2O)CC1	-0.2%	5%	4%	2.4	41	-5%	7%	2.0%	-1.1%	i	22
NC(=S)NNc1c(F)c(F)c(F)c(F)c1F	0.0%	28%	4%	0.7	60	1%	-2%	-0.4%	0.7%	i	43
Cc1[nH]cnc1C(=O)N/N=C/c1ccc([N+](=O)[O-])s1	0.8%	15%	3%	1.0	89	-7%	5%	1.0%	-1.6%	i	14
CCc1nnc(NS(=O)(=O)c2ccc(NC(=S)NC(=O)/C=C/c3cccs3)cc2)s1	·	11%	·	-1.0	96	·	-12%	·	0.6%	·	·
O=C(NCc1ccncc1)Nc1cc(Cl)ccc1Cl	-0.1%	1%	9%	-0.7	75	-11%	-3%	2.5%	-1.2%	i	57
COc1ccc(C(=O)NC(=S)NNC(=O)CCc2ccccc2)cc1	0.3%	10%	7%	1.6	48	-8%	3%	-1.9%	-0.3%	i	50

Screening results deposited in PubChem BioAssay by several laboratories.
